AI-2 QS mod: modulators of Vibrio harveyi AI-2 quorum sensing system; 300,000 compounds, 0.4% hits; activity change, % at 7.5 µM; Vibrio harveyi JMH597 AI-2 luminescence/OD600 ratio, 9 h; hits give low values; strain lacks LuxN and CqsS sensors; 0 = neutral-control median; AID 2094; in the data active = activity change below about -75%, passing the limit was not always enough;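 also: luminescence divided by OD600 gain over 9 h not by final OD600 alone; inactives centre near 13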
HSF1 activator: increases HSF-1 driven luciferase reporter signal. NIH3T3-HGL HSF-1 luciferase reporter, MG132, 8 h; 100% = twice DMSO control signal. activation, % at 9 µM. 300,000 compounds, 1.7% hits;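 active = mean replicate activation of at least 50% with a set share of replicates each reaching 50%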;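 also: 0% = median of the neutral control wells and 100% = twice that signal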
PolyA inhibitor: yeast polyadenylation inhibition; S. cerevisiae SKY197-pL101 polyadenylation reporter, beta-gal luminescence; efflux-impaired pdr1/pdr3 knockout yeast; score 100 = 6 SD above DMSO; 300,000 compounds, 0.02% hits; calls only at 12 µM;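 active = lowest replicate activity score at least 50, where 100 means six control SD above control mean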;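 also: yeast exposed to compound for 9 h at 30 °C; higher score means more reporter readthrough which indicates perturbed polyadenylation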
KLF5 inh: inhibitors of KLF5 expression | DLD-1 KLF5 promoter-luciferase reporter, luminescence | inhibition, % at 5 µM | 290,000 compounds, 0.23% hits;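 active = inhibition above a per-plate limit of that plate's mean compound inhibition plus 3 SD, cut at about 60% in these data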;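 also: 0% = DMSO wells and 100% = LY294002 at 200 µM; higher means less KLF5 promoter-driven luciferase light; inactives centre near -14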
aSyn UTR inh: MLPCN primary screen, SNCA 5' untranslated region; alpha-synuclein 5'UTR reporter, inhibitor activity; inhibition, % (tested at 7.5 µM); 300,000 compounds, 0.82% hits; in the data active = inhibition above about 60%;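 also: H4 neuroglioblastoma cells stably carrying SNCA 5'UTR luciferase fusion; 0% = DMSO wells and 100% = positive control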
GSK3beta inhib: human GSK3beta kinase inhibition | activity score (negative = inhibition), % at 10 µM | P49841 | 300,000 compounds, 0.038% hits | GST-GSK3beta kinase, ADP-Glo luminescence, 60 min; hits give low values | AID 2097;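 active = more than half of replicate wells score below -50%, meaning over 50% inhibition versus plate controls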;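 also: 0% = median DMSO wells and -100% = median GW8510 positive control wells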
Target sequence (P49841 whole entry, looked up): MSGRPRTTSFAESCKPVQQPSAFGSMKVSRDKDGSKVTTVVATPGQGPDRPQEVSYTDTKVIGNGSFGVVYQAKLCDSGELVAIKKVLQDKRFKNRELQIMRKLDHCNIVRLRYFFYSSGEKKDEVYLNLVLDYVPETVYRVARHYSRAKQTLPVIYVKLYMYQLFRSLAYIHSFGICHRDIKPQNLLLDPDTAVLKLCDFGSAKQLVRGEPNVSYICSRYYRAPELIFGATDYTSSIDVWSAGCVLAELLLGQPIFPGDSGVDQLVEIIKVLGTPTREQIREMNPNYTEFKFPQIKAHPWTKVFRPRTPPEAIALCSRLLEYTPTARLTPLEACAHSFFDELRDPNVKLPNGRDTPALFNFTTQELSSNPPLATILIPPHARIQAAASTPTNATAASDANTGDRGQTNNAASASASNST
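Test system: GST-tagged human GSK3beta kinase, cell-free; evaluation: activity score scaled between in-plate DMSO and GW8510 controls; measured by: ADP-Glo luminescence; incubation: 60 min reaction, RT; benchmarks: DMSO and 20 µM GW8510; reagent: peptide substrate plus 25 µM ATP (final); medium: Tris/MgCl2 kinase buffer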
GSK3A inh: inhibitors of human GSK-3 alpha kinase | 320,000 compounds, 0.1% hits | ADP-Glo luminescence, 60 min | AID 2650 | P49840 | inhibition, % at 10 µM;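 in the data active = inhibition above about 50%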;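 also: GST-tagged GSK-3 alpha with peptide substrate and 25 µM ATP; 0% = DMSO neutral wells and 100% = GW8510 positive control wells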
Target sequence (P49840 whole entry, looked up): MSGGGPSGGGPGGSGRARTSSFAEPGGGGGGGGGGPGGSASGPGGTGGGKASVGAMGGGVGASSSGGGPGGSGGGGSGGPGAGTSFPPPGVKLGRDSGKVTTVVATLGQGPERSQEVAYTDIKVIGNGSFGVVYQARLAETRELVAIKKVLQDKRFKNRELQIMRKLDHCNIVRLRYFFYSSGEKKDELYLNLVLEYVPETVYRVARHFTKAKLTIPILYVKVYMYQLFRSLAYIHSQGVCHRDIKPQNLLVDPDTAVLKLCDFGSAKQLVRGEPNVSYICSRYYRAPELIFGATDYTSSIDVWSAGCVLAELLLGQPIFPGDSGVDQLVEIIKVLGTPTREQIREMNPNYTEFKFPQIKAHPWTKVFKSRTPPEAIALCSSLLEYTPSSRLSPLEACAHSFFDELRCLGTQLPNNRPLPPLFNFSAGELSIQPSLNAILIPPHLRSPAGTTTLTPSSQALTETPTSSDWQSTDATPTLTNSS
HSF1 inh: HSF1 inhibition; NIH3T3-HGL HSE-luciferase, MG132-induced, luminescence 8 h; hits give low values; activity change, negative = inhibition, % at 7.5 µM (by protocol); 300,000 compounds, 0.77% hits;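 active = more than half of replicate wells show activity change below -50%, luminescence cut by over half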;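 also: luciferase reports HSF-1 transcriptional activity via heat shock element; 0% = median of DMSO wells and -100% = zero luminescence signal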
IEC-6 cytotox: counter-screen for KLF5 inhibitors: cytotoxicity in IEC-6 cells | IEC-6 cytotoxicity, luminescence viability | inhibition, % at 5 µM | 290,000 compounds, 0.78% hits | AID 1825; in the data active = inhibition above about 22%;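 also: 0% = plate median of test compound wells and 100% = cytotoxic reference compound wells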
HSP90 inh: HSP90 refolding inhibition in rabbit reticulocyte lysate | luciferase refolding luminescence, 3 h | inhibition, % at 5.6 µM | 290,000 compounds, 0.91% hits | AID 1789;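 active = inhibition above the screen-wide mean plus 3 SD, computed separately per campaign, cut at about 16% in these data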;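 also: 0% = DMSO wells and 100% = 60 µM geldanamycin wells; inhibitors lower the luminescence because luciferase stays unfolded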
Starred values were filed as active, the others as inactive; i = inactive; x = not tested or not shown. Some of the compounds tested. The share of hits here may be higher or lower than overall.

no. | canonical_smiles | AI-2 QS mod | HSF1 activator | PolyA inhibitor | KLF5 inh | aSyn UTR inh | GSK3beta inhib | GSK3A inh | HSF1 inh | IEC-6 cytotox | HSP90 inh
1 | O=C(Nc1ccccc1Oc1ccccc1)C1CCCC1 | -1 | -22 | i | -14 | 22 | -3 | -3 | 1 | 3 | 0
2 | Cc1ccc(OCCCC(=O)N(C)CC(=O)Nc2ccccc2Cl)cc1 | 12 | 4 | i | x | 8 | 5 | -4 | 2 | x | x
3 | CCc1cc(S(N)(=O)=O)cc(CC)c1NC(C)=O | 12 | 4 | i | -4 | -9 | 0 | 3 | -5 | 1 | -2
4 | COc1ccc(NC(=O)CSC2CCCCC2)cc1 | x | 29 | i | -21 | -158 | x | -1 | 32 | -2 | 0
5 | CCOC(=O)Cn1ccc(NC(=O)COc2ccc(F)cc2)n1 | 21 | 3 | i | -38 | 6 | 3 | 0 | -2 | -2 | -3
6 | O=[N+]([O-])c1ncccc1Oc1nc(-c2cccnc2)nc2ccccc12 | 7 | x | i | -21 | x | 0 | -1 | x | 4 | 2
7 | Cc1ccc(C(=O)NNC(=O)Cc2cccs2)cc1 | 4 | 7 | i | -6 | -33 | 2 | 0 | 1 | 4 | -2
8 | COc1ccc(NC(=S)N2CCN(c3ccccc3)CC2)c(OC)c1 | 15 | 1 | x | -37 | -5 | 1 | -5 | -7 | 2 | 1
9 | CC1(C(=O)OCC(=O)N2c3ccccc3Sc3ccccc32)CC1(Cl)Cl (stereo unspecified) | 9 | x | i | 17 | 4 | 1 | -2 | x | 2 | -1
10 | COc1cccc(NC(=O)C(C)N2C(=O)c3ccccc3C2=O)c1 (stereo unspecified) | -18 | 1 | i | -34 | 2 | 4 | -4 | -4 | 0 | -2
11 | CCOc1ccccc1C1CC(c2ccc(Cl)cc2)Nc2nc(N)nn21 (stereo unspecified) | 33 | -11 | i | -9 | -24 | -1 | x | -8 | 3 | 2
12 | Clc1cc2c(c(Cn3cnc4ccccc43)c1)OCOC2 | 21 | 16 | i | -9 | 9 | 1 | x | -2 | 0 | -1
13 | CCCCNC(=O)O[C@H]1C[C@@H]2CCN3C(=O)CCC[C@H]([C@H]1CC)[C@H]23 | 5 | 3 | i | -13 | 14 | -3 | -2 | -5 | -1 | -8
14 | CCC/C(O)=C1\C(=O)CCCC1=NCCc1c(C)[nH]c2ccccc12 | 4 | 16 | i | 3 | 20 | -1 | -4 | 3 | -1 | 3
15 | Cc1cc(C)n2nnnc2n1 | 17 | -1 | i | -18 | -3 | 2 | -1 | -11 | 1 | 2
16 | CCC(=O)NC(C)C(c1cccs1)N1CCOCC1 (stereo unspecified) | 19 | 3 | i | -1 | 1 | 0 | -1 | -3 | 0 | 2
17 | O=C(CN1C(=O)C2CCCCC2C1=O)N1CCN(c2ccccc2)CC1 (stereo unspecified) | 24 | -7 | i | -21 | -17 | 2 | -2 | 1 | 0 | 2
18 | COc1cccc2cc(C(=O)N3CCN(C/C=C/c4ccccc4)CC3)c(=O)oc12 | 28 | -5 | i | -9 | 0 | 5 | 2 | 1 | -2 | 0
19 | O=C(O)Cc1csc(-c2cccc(F)c2)n1 | 35 | -8 | i | 10 | -18 | 1 | -7 | -5 | -5 | 1
20 | CC1Cc2ccccc2N1Cc1cc(=O)c(OCC(=O)Nc2ccccc2)co1 (stereo unspecified) | 39 | -8 | i | x | 24 | 8 | x | -1 | x | x
21 | CN(CCC#N)C(=O)c1ccc(CNS(=O)(=O)c2ccc(F)cc2)cc1 | 0 | 4 | i | -12 | 5 | 3 | -1 | -2 | 1 | 2
22 | Cc1cccc(N2CCN(C(=O)c3nn(C)c4c3CS(=O)(=O)c3ccccc3-4)CC2C)c1 (stereo unspecified) | x | 19 | i | -11 | 32 | 1 | 0 | 2 | -8 | -4
23 | Nc1nc(C2CC2)c(Sc2sc(N)nc2C2CC2)s1 | 10 | -3 | i | 25 | 36 | 1 | 0 | -5 | 5 | 11
24 | O=C(CCNS(=O)(=O)c1ccc(Br)s1)NCc1ccccc1 | 11 | 35 | i | -10 | 18 | 2 | 2 | 0 | -6 | -4
25 | C=C1CCc2c([nH]c3ccc(OCC(C)C)cc23)C1=O | 8 | -5 | i | -32 | -2 | 1 | -2 | 0 | 13 | -1

Record cards (already shown).
Profile of `COc1ccc(NC(=O)CSC2CCCCC2)cc1` : AI-2 QS mod: x; HSF1 activator: 29; PolyA inhibitor: i; KLF5 inh: -21; aSyn UTR inh: -158; GSK3beta inhib: x; GSK3A inh: -1; HSF1 inh: 32; IEC-6 cytotox: -2; HSP90 inh: 0
Profile of `CCOc1ccccc1C1CC(c2ccc(Cl)cc2)Nc2nc(N)nn21` (stereo unspecified) : AI-2 QS mod: 33; HSF1 activator: -11; PolyA inhibitor: i; KLF5 inh: -9; aSyn UTR inh: -24; GSK3beta inhib: -1; GSK3A inh: x; HSF1 inh: -8; IEC-6 cytotox: 3; HSP90 inh: 2

Next part
no. | canonical_smiles | AI-2 QS mod | HSF1 activator | PolyA inhibitor | KLF5 inh | aSyn UTR inh | GSK3beta inhib | GSK3A inh | HSF1 inh | IEC-6 cytotox | HSP90 inh
26 | Cc1cc(OCCCC(=O)NCCc2ccccn2)ccc1Cl | 7 | -12 | i | -40 | 0 | -10 | -1 | 2 | 3 | -3
27 | O=C(O)CCCN=C1CCCc2ccccc2N1 | 10 | 5 | i | -7 | 11 | -3 | 2 | -4 | -6 | -1
28 | CCc1ccc(-n2c(=O)c3ccccc3n(CC(=O)C(C)(C)C)c2=O)cc1 | 59 | -7 | i | 11 | -17 | 2 | -3 | 2 | 1 | 2
29 | O=S(=O)(Cc1ccccc1)N1CCCC1 | 12 | x | i | -34 | x | -5 | -2 | x | 3 | -2
30 | CN1CCN(CC(=O)NN(Cc2ccccc2)c2ccccc2)CC1 | 14 | 18 | i | 5 | 1 | 4 | -2 | -6 | 6 | 9
31 | O=[N+]([O-])c1ccc(NC(=S)N2CCCC2)cc1 | 13 | -4 | i | -36 | -27 | 3 | 6 | 1 | 0 | -1
32 | COc1ccccc1CC(NC(C)=O)C(=O)NC1CCN(S(=O)(=O)c2ccc(NC(C)=O)cc2)CC1 (stereo unspecified) | 12 | -4 | i | -16 | -16 | 1 | -2 | -13 | 4 | -1
33 | CC1(C)Cc2nc3sc4c(SCC(=O)NCc5ccccc5)ncnc4c3cc2CO1 | 13 | -4 | i | 15 | 64* | 0 | 13 | -3 | 48* | 3
34 | CC(C)CC(C(=O)NC1CCCC1)N(Cc1ccc2c(c1)OCO2)C(=O)c1snc(C(N)=O)c1N (stereo unspecified) | 13 | 34 | i | -35 | 2 | 0 | 1 | 7 | -7 | 0
35 | COc1cc(S(=O)(=O)Nc2cc(C)cc(C)c2)ccc1F | 14 | -3 | i | -18 | 9 | -8 | 2 | -12 | 4 | 6
36 | COc1ccc(C(=O)C=CNNC(=O)c2ccc(Cl)cc2)cc1 | 4 | 29 | i | -4 | -3 | -7 | 8 | 4 | 3 | -1
37 | Cc1ccc(S(=O)(=O)N(C(=O)c2ccncc2)c2ccc3oc4c(c3c2)CCCC4)cc1[N+](=O)[O-] | 29 | 13 | i | 6 | 4 | -1 | -3 | 9 | 0 | -1
38 | CCOC(=O)C1=C(C)N=C2SC(C(=O)OC)=CC(=O)N2C1c1ccc(F)cc1 (stereo unspecified) | 30 | 10 | i | -28 | -7 | 2 | 23 | 7 | -4 | -3
39 | C=CCn1c(SCC(=O)c2c(N)n(C)c(=O)n(C)c2=O)nc2sc(CC)cc2c1=O | 1 | -4 | i | -15 | 5 | 1 | x | 1 | -2 | -3
40 | Nc1cc(-c2ccc(Br)cc2)nc2cc(-c3ccccc3)nn12 | 11 | 41 | i | -14 | -13 | 2 | 4 | 22 | -1 | 0
41 | O=C(CS)Nc1ccc2ccccc2c1 | 29 | 2 | i | -25 | -21 | 1 | 7 | 2 | 0 | -1
42 | Cc1sc2ncn(CCC(=O)O)c(=O)c2c1C | 21 | x | i | -31 | x | 1 | 2 | x | -5 | 1
43 | O=C(Nc1ccccc1Cl)C1CCCN(S(=O)(=O)c2ccc(-n3cnnn3)cc2)C1 (stereo unspecified) | 19 | 20 | i | -10 | 20 | 1 | -1 | -3 | -7 | -1
44 | COc1cc(SC)ccc1C(=O)Nc1ccccc1 | 15 | 43 | i | -62 | -184 | 4 | -1 | 17 | 1 | -2
45 | Cc1ccc(CNC(=O)CS(=O)(=O)c2ccccc2)cc1 | -53 | 6 | i | -37 | 4 | 3 | -2 | 4 | 1 | 1
46 | CC(=O)Nc1nc2ccccc2[nH]1 | 21 | -4 | i | -4 | -13 | 1 | 1 | -5 | 1 | 0
47 | Cc1ccc2[nH]c(=O)c(CN(C(=O)c3cccc([N+](=O)[O-])c3)C(C)(C)C)cc2c1 | 20 | 17 | i | -14 | 11 | 1 | -3 | 4 | 0 | 2
48 | Cc1ccccc1-n1ncc2c1CC(C)(C)CC2NC(=O)c1ccncc1 (stereo unspecified) | 18 | 1 | i | -9 | -3 | 4 | 0 | 1 | 6 | 1
49 | COc1ccc(-n2nc(C(=O)NCC(=O)N3CCN(Cc4ccccc4)CC3)c3ccccc3c2=O)cc1 | 35 | 31 | i | -6 | 19 | 4 | -1 | 3 | 5 | 24*
50 | Nc1nnc(SCC(=O)Nc2cccc(S(=O)(=O)N3CCOCC3)c2)s1 | 23 | -4 | i | x | -5 | -2 | -2 | -4 | x | x

Reprinted at random: 7 records from the list
no. | canonical_smiles | AI-2 QS mod | HSF1 activator | PolyA inhibitor | KLF5 inh | aSyn UTR inh | GSK3beta inhib | GSK3A inh | HSF1 inh | IEC-6 cytotox | HSP90 inh
48 | Cc1ccccc1-n1ncc2c1CC(C)(C)CC2NC(=O)c1ccncc1 (stereo unspecified) | 18 | 1 | i | -9 | -3 | 4 | 0 | 1 | 6 | 1
32 | COc1ccccc1CC(NC(C)=O)C(=O)NC1CCN(S(=O)(=O)c2ccc(NC(C)=O)cc2)CC1 (stereo unspecified) | 12 | -4 | i | -16 | -16 | 1 | -2 | -13 | 4 | -1
30 | CN1CCN(CC(=O)NN(Cc2ccccc2)c2ccccc2)CC1 | 14 | 18 | i | 5 | 1 | 4 | -2 | -6 | 6 | 9
27 | O=C(O)CCCN=C1CCCc2ccccc2N1 | 10 | 5 | i | -7 | 11 | -3 | 2 | -4 | -6 | -1
28 | CCc1ccc(-n2c(=O)c3ccccc3n(CC(=O)C(C)(C)C)c2=O)cc1 | 59 | -7 | i | 11 | -17 | 2 | -3 | 2 | 1 | 2
50 | Nc1nnc(SCC(=O)Nc2cccc(S(=O)(=O)N3CCOCC3)c2)s1 | 23 | -4 | i | x | -5 | -2 | -2 | -4 | x | x
34 | CC(C)CC(C(=O)NC1CCCC1)N(Cc1ccc2c(c1)OCO2)C(=O)c1snc(C(N)=O)c1N (stereo unspecified) | 13 | 34 | i | -35 | 2 | 0 | 1 | 7 | -7 | 0

From PubChem BioAssay
